Source: PubChem
CYP2C19 activ: increases human CYP2C19 enzyme activity | P33261 | 96,000 tested, under 10 active | recombinant CYP2C19, luciferin-H EGE luminescence; active compounds read high; 0 = fully inhibited enzyme, 1 = untreated enzyme | activation factor at 5 µM;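 active means activation factor of at least 2 at 5 µM in the primary screen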;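 further: 0 = wells with 2.5 mM tranylcypromine and 1 = vehicle-only wells; values of inactives mirror those of a sister screen read the other way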
Target sequence (P33261 whole entry, looked up): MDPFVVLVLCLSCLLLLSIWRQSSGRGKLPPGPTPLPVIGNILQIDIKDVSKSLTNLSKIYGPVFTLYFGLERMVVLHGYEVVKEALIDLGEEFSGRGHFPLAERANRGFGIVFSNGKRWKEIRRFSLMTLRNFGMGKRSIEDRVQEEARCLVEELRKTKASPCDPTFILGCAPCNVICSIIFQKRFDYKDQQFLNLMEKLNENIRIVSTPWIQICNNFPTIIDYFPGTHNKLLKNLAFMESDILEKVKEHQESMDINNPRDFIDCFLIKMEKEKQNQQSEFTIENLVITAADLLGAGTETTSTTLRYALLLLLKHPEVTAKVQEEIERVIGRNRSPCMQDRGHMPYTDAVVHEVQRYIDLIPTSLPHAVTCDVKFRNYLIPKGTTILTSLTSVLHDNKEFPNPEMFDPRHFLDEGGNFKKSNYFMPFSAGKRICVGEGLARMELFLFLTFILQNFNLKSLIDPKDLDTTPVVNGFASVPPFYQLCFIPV
CYP2C9 inhib: inhibitors of human CYP2C9 | CYP2C9 Supersomes, luciferin-H conversion, luminescence | inhibition, % at 5 µM | hit rate 20% among 96,000 | AID 777;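 active means blocking of liver enzyme CYP2C9 beyond about 50% at 5 µM, limit read from the data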; further: values of inactives mirror those of a sister screen read the other way
EphB4 antag: antagonists of human EphB4-ephrin-B2 interaction; P54760; EphB4 LBD / TNYL-RAW-Alexa532 peptide, fluorescence polarization; inhibition, % at 7 µM; hit rate 0.15% among 97,000; AID 720;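 active means inhibition above the screen-wide mean inhibition plus 3 SD, cut at about 15% in these data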;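 further: 0% = DMSO wells and 100% = excess unlabeled TNYL-RAW peptide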
CYP2C9 activ: increases human cytochrome P450 2C9 activity; hit rate 1.4% among 96,000; P11712; recombinant CYP2C9, luciferin-H conversion, luminescence; active compounds read high; factor 1 = untreated enzyme, 0 = blocked; activation factor at 5 µM; AID 1024;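 active means activation factor of 2 or more for CYP2C9 at a 5 µM dose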;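 further: 0 = sulfaphenazole-blocked wells and 1 = vehicle-only wells; values of inactives mirror those of a sister screen read the other way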
PLAP activator: human PLAP activation. activation fold at 20 µM. purified PLAP enzyme, luminescent substrate read-out; active compounds read high. hit rate 1.2% among 96,000. AID 696; in the data active means activation fold above about 2
Target sequence (P05187 whole entry, looked up): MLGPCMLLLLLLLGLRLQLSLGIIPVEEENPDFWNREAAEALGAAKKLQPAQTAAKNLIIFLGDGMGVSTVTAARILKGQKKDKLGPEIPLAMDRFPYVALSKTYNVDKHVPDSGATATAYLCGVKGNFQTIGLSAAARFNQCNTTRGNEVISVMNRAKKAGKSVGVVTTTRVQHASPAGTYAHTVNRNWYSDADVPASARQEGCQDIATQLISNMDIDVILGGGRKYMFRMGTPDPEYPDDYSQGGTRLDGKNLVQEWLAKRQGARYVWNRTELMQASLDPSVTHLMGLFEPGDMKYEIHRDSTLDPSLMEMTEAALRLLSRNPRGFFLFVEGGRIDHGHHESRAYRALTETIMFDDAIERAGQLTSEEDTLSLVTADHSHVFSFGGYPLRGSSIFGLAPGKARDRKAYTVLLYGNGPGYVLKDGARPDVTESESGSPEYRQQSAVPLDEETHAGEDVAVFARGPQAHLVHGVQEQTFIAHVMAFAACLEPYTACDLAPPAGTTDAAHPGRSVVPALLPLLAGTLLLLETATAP
Plk1 PBD FP: blocks phosphopeptide binding to human Plk1 polo box domain. P53350. Plk1 PBD phosphopeptide binding, fluorescence polarization. inhibition, %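 (tested at about 20 µM)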. hit rate 0.13% among 97,000. AID 693; in the data active means inhibition above about 34%, passing the limit was not always enough
PLK1 kinase inh: inhibitors of human PLK1 kinase; P53350; recombinant PLK1 kinase, TR-FRET peptide phosphorylation; inhibition, % at 10 µM; hit rate 0.53% among 97,000;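 active means inhibition of 50% or more in the single-concentration screen; inactive means inhibition below 50%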;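 further: 0% = DMSO max control and 100% = H-89 dihydrochloride min control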
CYP2C19 inhib: inhibitors of human CYP2C19; P33261; CYP2C19 Supersomes, luciferin-H EGE luminescence, 30 min; inhibition, % at 5 µM; hit rate 21% among 96,000; AID 778;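 active means CYP2C19 inhibition above a set limit at 5 µM in the primary screen, cut at about 50% in these data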;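 further: plate controls were negative control wells for no effect and 2.5 mM tranylcypromine positive control for full effect; values of inactives mirror those of a sister screen read the other way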
Rev-RRE block: inhibitors of HIV-1 Rev-RRE RNA interaction | P05866 | Rev peptide-RRE RNA binding, FRET | inhibition, % at 8 µM | hit rate 0.79% among 97,000 | AID 704;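 active means inhibition above the screen-wide mean plus 3 SD, cut at about 35% in these data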;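 further: 0% = median DMSO wells and 100% = median Neomycin B control wells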
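Test system: Cy5-tagged RRE RNA duplex with fluorescein-tagged Rev peptide; Probe or stimulus: labelled Rev peptide; Schedule: 5 min preincubation and 15 min binding, 25 °C; Signal: FRET fluorescence readout; Evaluation: % inhibition from 671/540 nm acceptor-to-donor ratio, scaled between controls; Control set: DMSO and neomycin B.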
* hit, by the source's call; / = not tested or not shown.

CYP2C19 activ | CYP2C9 inhib | EphB4 antag | CYP2C9 activ | PLAP activator | Plk1 PBD FP | PLK1 kinase inh | CYP2C19 inhib | Rev-RRE block | compound
1.1 | -19 | 6 | 1.2 | 1.2 | 7 | -5 | -10 | 5 | COc1ccc(N2C(=O)NC3CC2(C)Oc2ccccc23)cc1OC (stereo unspecified)
1.1 | -9 | / | 1.1 | 0.9 | / | / | -13 | / | O=C(c1ccc(N2C(=O)CCC2=O)cc1)N1CCOCC1
0.7 | -379 | 1 | 4.8* | 1 | 16 | -8 | 34 | 2 | CCN(CC)S(=O)(=O)c1cccc2cccnc12
0.5 | 64* | -6 | 0.4 | 1.4 | -47 | -1 | 51* | 1 | COC(=O)c1cccc(NC(=O)CN2CCN(Cc3ccccc3)CC2)c1
0.9 | 20 | -1 | 0.8 | 1.1 | 9 | -7 | 8 | 3 | CN1CCN(c2ccc(NC(=O)Cc3ccccc3)cc2)CC1
0.3 | -100 | -9 | 2* | 0.8 | -39 | -3 | 69* | 7 | Cn1c(SCC(=O)n2c3c(c4ccccc42)CCCC3)nnc1-c1ccccc1
0.9 | 3 | 9 | 1 | 1 | -7 | -10 | 7 | 9 | COC(=O)c1c(C)nc2ccccc2c1C(=O)O
1.1 | -12 | -1 | 1.1 | 0.9 | -29 | 11 | -12 | 5 | O=C(O)C(c1ccccc1)C1(O)CCCC1 (stereo unspecified)
1 | 2 | -1 | 1 | 0.8 | -9 | -12 | -2 | 2 | CCOc1cc(NC(=O)CC(C)C)c(OCC)cc1NC(=O)CCn1nnc2ccccc21
0.3 | 42 | / | 0.6 | 1.4 | / | / | 66* | / | C=CCn1c(SCC(=O)Nc2cc(C)nn2-c2ccccc2)nnc1C1CCCCC1
0.9 | 2 | -10 | 1 | 1 | -2 | -22 | 8 | 6 | COc1c(Cl)cc(Cl)cc1C(=O)Nc1ccc(NC(=O)c2cccs2)cc1
0 | 68* | 4 | 0.3 | 0.9 | 16 | -12 | 98* | 4 | NNC(=O)c1cccc(COc2cccc(Br)c2)c1
0.9 | -4 | 1 | 1 | 0.8 | -9 | -8 | 7 | 6 | CC(=O)C1=C(O)CCC1=NCCc1ccccc1
0 | 97* | 2 | 0 | 1.2 | 10 | -2 | 95* | 8 | CC1=CC(C)(C)N(C(=O)c2ccc(F)cc2)c2cc3c(cc21)OCO3
1.1 | -6 | 6 | 1.1 | 1 | -10 | 4 | -14 | 6 | Cc1cc(NC(=O)CSc2nnc(-c3cccnc3)n2C)no1
0.7 | -6 | 3 | 1.1 | 0.9 | -20 | -7 | 27 | 7 | CCC(C)(C)n1nnnc1CN1CCSCC1
0.6 | 47 | 4 | 0.5 | 1.7 | 9 | -10 | 41 | 5 | Cc1cccc(-c2nnc(SCCOc3ccc4c(C)cc(=O)oc4c3)o2)c1
0 | 59* | -4 | 0.4 | 1.6 | -2 | -14 | 95* | 12 | O=C(CCCOc1ccc(Cl)cc1)N1CCCCCC1
1 | 59* | -7 | 0.4 | 1.3 | 19 | -9 | -4 | 6 | CCOC(=O)N1CCC(c2cc(=O)n3[nH]ccc3n2)CC1
1 | 2 | 1 | 1 | 1 | -6 | -14 | -2 | 6 | Cc1ccc(CN2CCN(/N=C/c3cc(Br)ccc3O)CC2)cc1
/ | / | -3 | / | / | -19 | -7 | / | 3 | Cc1cccc(NC(=O)c2cnc3sccn3c2=O)n1
0.5 | 79* | 0 | 0.2 | 0.9 | 11 | -16 | 51* | 11 | CC(C)CCn1c(SCc2ccc(Cl)cc2)nc2c1c(=O)[nH]c(=O)n2C
0.7 | 56* | -2 | 0.4 | 1.1 | 9 | 93* | 31 | 16 | CCOC(=O)CNC(c1ccccc1)c1cc(Br)ccc1NC(=O)OCC (stereo unspecified)
0.9 | 27 | 0 | 0.7 | 1 | 8 | -8 | 6 | 0 | O=C(Nc1cccc(-c2nc3ccccc3o2)c1)c1ccc(N2C(=O)C3C4C=CC(C4)C3C2=O)cc1 (stereo unspecified)
1 | -4 | -5 | 1 | 1.1 | 26 | -5 | 5 | 3 | C=CCNC(=O)C1CCCN(S(C)(=O)=O)C1 (stereo unspecified)
/ | / | -6 | / | / | -28 | -13 | / | 0 | Cc1noc(NS(=O)(=O)c2ccc(NC(=O)CCCOc3ccc(Cl)cc3Cl)cc2)c1C
0.5 | 49 | 2 | 0.5 | 1.2 | -22 | -16 | 48 | 2 | COC(=O)c1ccc(N2CCC(c3cc(-c4ccc(OC)cc4)n[nH]3)CC2)c([N+](=O)[O-])c1
0.6 | 21 | 3 | 0.8 | 1.3 | -24 | -10 | 36 | 2 | Cc1ccc(CN(C)C(=O)c2ccccc2Oc2ccccc2)o1
0.4 | 80* | 0 | 0.2 | 1 | 0 | 1 | 62* | 8 | Cc1nn(-c2ccccc2)c(OC(=O)c2cccs2)c1S(=O)(=O)c1ccccc1
0.8 | 30 | / | 0.7 | 1 | / | / | 19 | / | CC1CCc2nn(CC(=O)NCCC3=CCCCC3)cc2C1 (stereo unspecified)

8 consecutive records already listed, for reference:
CYP2C19 activ | CYP2C9 inhib | EphB4 antag | CYP2C9 activ | PLAP activator | Plk1 PBD FP | PLK1 kinase inh | CYP2C19 inhib | Rev-RRE block | compound
0.6 | 47 | 4 | 0.5 | 1.7 | 9 | -10 | 41 | 5 | Cc1cccc(-c2nnc(SCCOc3ccc4c(C)cc(=O)oc4c3)o2)c1
0 | 59* | -4 | 0.4 | 1.6 | -2 | -14 | 95* | 12 | O=C(CCCOc1ccc(Cl)cc1)N1CCCCCC1
1 | 59* | -7 | 0.4 | 1.3 | 19 | -9 | -4 | 6 | CCOC(=O)N1CCC(c2cc(=O)n3[nH]ccc3n2)CC1
1 | 2 | 1 | 1 | 1 | -6 | -14 | -2 | 6 | Cc1ccc(CN2CCN(/N=C/c3cc(Br)ccc3O)CC2)cc1
/ | / | -3 | / | / | -19 | -7 | / | 3 | Cc1cccc(NC(=O)c2cnc3sccn3c2=O)n1
0.5 | 79* | 0 | 0.2 | 0.9 | 11 | -16 | 51* | 11 | CC(C)CCn1c(SCc2ccc(Cl)cc2)nc2c1c(=O)[nH]c(=O)n2C
0.7 | 56* | -2 | 0.4 | 1.1 | 9 | 93* | 31 | 16 | CCOC(=O)CNC(c1ccccc1)c1cc(Br)ccc1NC(=O)OCC (stereo unspecified)
0.9 | 27 | 0 | 0.7 | 1 | 8 | -8 | 6 | 0 | O=C(Nc1cccc(-c2nc3ccccc3o2)c1)c1ccc(N2C(=O)C3C4C=CC(C4)C3C2=O)cc1 (stereo unspecified)

Other records follow:
CYP2C19 activ | CYP2C9 inhib | EphB4 antag | CYP2C9 activ | PLAP activator | Plk1 PBD FP | PLK1 kinase inh | CYP2C19 inhib | Rev-RRE block | compound
0.8 | 18 | 3 | 0.8 | 1 | 1 | -2 | 20 | 5 | Cc1noc(C)c1C(=O)Nc1ccc(Cl)cc1C(F)(F)F
0.6 | -63 | 3 | 1.6 | 1.6 | -29 | -22 | 43 | 4 | Cc1cc(C(=O)COC(=O)c2n[nH]c3ccccc23)c(C)n1C
1 | -8 | -3 | 1.1 | 1.6 | 26 | -9 | -5 | -1 | Cn1c(=O)cc(OCCCC(=O)NCc2ccco2)c2ccccc21
1 | 15 | 3 | 0.8 | 0.9 | -25 | -11 | 5 | 8 | CCOc1ccc2nc(NS(=O)(=O)c3ccc(NC(C)=O)cc3)sc2c1
0.8 | 14 | -2 | 0.9 | 0.9 | 8 | -2 | 15 | 13 | c1ccc(-c2nc(NCC3CCCO3)c3oc4ccccc4c3n2)cc1 (stereo unspecified)
0.7 | 66* | 4 | 0.3 | 1.6 | -25 | -2 | 28 | 9 | Cc1ccccc1CS(=O)(=O)c1nnc([C@H](Cc2ccccc2)NC(=O)OC(C)(C)C)o1
1 | -3 | 2 | 1 | 0.9 | 14 | -8 | -4 | 4 | Nc1nncn1C(=O)CCCN1C(=O)c2ccccc2C1=O
0.4 | 88* | -1 | 0.1 | 1.1 | -9 | 0 | 64* | 24 | CCOC(=O)CSc1ccc(S(=O)(=O)N(C)C2CCCCC2)cc1[N+](=O)[O-]
0.6 | 30 | -2 | 0.7 | 1.3 | -14 | -8 | 36 | 0 | COc1ccc(NC(=O)CSc2nnc(-c3cccs3)n2Cc2ccco2)cc1OC
1.1 | -14 | -6 | 1.1 | 1.2 | 10 | 7 | -14 | -3 | Cc1cccc(N2C(=S)N=C(Nc3c(C)cccc3C)C23CCOC(C)(C)C3)c1 (stereo unspecified)
1.1 | 8 | 6 | 0.9 | 0.9 | 2 | -4 | -8 | 8 | Cn1c(Cn2c(=O)sc3ccccc32)nnc1SCc1ccccn1
/ | / | 3 | / | / | -13 | -6 | / | -4 | COc1ccccc1C(=O)N1CC2(C)CC1CC(C)(C)C2 (stereo unspecified)
0.5 | 87* | -11 | 0.1 | 1.3 | -16 | 4 | 51* | 4 | CCSc1nc(N2CCOCC2)c2c(c1C#N)CC(C)(C)N(C)C2
0 | 62* | 3 | 0.4 | 2* | 19 | -11 | 100* | 1 | Cc1ccccc1Nc1nnc(SCc2cc([N+](=O)[O-])cc3c2OCOC3)s1
0.5 | 43 | 5 | 0.6 | 0.9 | -14 | -13 | 51* | 10 | Cc1cc(=O)oc2cc(OCC3CC(c4ccc(Cl)cc4)=NO3)ccc12 (stereo unspecified)
0.3 | 76* | 1 | 0.2 | 1.1 | 18 | -24 | 73* | 6 | CSc1nsc(SCC(=O)N2CCN(c3ccccc3)CC2)n1
/ | / | 2 | / | / | 10 | -10 | / | 1 | Cc1ccc(-c2nc3ccccn3c2NC(=O)c2ccco2)cc1
0.8 | -19 | 0 | 1.2 | 0.9 | -4 | -10 | 16 | 4 | CNCc1ccccc1OCC(=O)Nc1ccccc1
0.6 | 29 | 2 | 0.7 | 1.1 | 7 | -7 | 43 | 4 | Cc1cc2n(n1)C(c1sccc1C)Nc1c(C)cccc1-2 (stereo unspecified)
0.8 | -87 | / | 1.9 | 0.9 | / | / | 16 | / | CN1CCc2c(sc3c2C(=O)NC(c2ccc4c(c2)OCO4)N3)C1 (stereo unspecified)
0.8 | 2 | -4 | 1 | 0.9 | -3 | -10 | 23 | 4 | O=C(NC1=NCCS1)Nc1ccccc1
0.8 | 23 | 2 | 0.8 | 0.9 | -20 | 2 | 17 | 5 | O=C(Nc1ccccc1C(=O)NCc1ccco1)NC1CCCCC1
1 | 8 | -1 | 0.9 | 1 | -5 | -14 | 2 | 4 | CC(=O)NCCC(=O)Nc1ccc(F)cc1C
0.8 | 12 | -4 | 0.9 | 1.2 | 3 | -3 | 23 | 2 | COc1ccc(OC)c(NC(=O)C2C3CCC(C3=C(C)C)C2C(=O)O)c1 (stereo unspecified)
0.5 | 36 | 0 | 0.6 | 0.9 | -16 | -14 | 50 | 7 | CSCCC(NC(=O)c1ccco1)C(=O)NCc1ccc(F)cc1 (stereo unspecified)
0.8 | 31 | -2 | 0.7 | 1.5 | -26 | 0 | 16 | 10 | CC1=CC(C)(C)N2C(=O)C3(C(C#N)=C(N)OC4=C3C(=O)CC(C)(C)C4)c3cc(C)cc1c32 (stereo unspecified)
0.9 | 16 | 1 | 0.8 | 1.5 | -1 | -17 | 8 | 6 | CCCCC(=O)Nc1ccc(C(=O)NNC(=O)CCc2ccccc2)cc1
1.1 | -9 | -6 | 1.1 | 1 | 33 | -16 | -6 | 2 | CC1(C)Cc2ccccc2C2CC(O)C(=O)N21 (stereo unspecified)
